Screening results as filed in PubChem.
15-hLO-2 inh: 15-hLO-2 (ALOX15B) enzyme inhibition. O15296. purified 15hLO-2, xylenol orange hydroperoxide absorbance. Potency, µM (top dose mostly 57.1 µM), inactives show top-dose activity change, negative = inhibition, hits mostly inhibitors. 0.56% of 110,000 active. AID 881; note: potency is the fitted concentration of half-maximal effect; nearly all actives have a fitted effect of over 60% in size; many of its hits are not listed in these tables
Target sequence (O15296 whole entry, looked up): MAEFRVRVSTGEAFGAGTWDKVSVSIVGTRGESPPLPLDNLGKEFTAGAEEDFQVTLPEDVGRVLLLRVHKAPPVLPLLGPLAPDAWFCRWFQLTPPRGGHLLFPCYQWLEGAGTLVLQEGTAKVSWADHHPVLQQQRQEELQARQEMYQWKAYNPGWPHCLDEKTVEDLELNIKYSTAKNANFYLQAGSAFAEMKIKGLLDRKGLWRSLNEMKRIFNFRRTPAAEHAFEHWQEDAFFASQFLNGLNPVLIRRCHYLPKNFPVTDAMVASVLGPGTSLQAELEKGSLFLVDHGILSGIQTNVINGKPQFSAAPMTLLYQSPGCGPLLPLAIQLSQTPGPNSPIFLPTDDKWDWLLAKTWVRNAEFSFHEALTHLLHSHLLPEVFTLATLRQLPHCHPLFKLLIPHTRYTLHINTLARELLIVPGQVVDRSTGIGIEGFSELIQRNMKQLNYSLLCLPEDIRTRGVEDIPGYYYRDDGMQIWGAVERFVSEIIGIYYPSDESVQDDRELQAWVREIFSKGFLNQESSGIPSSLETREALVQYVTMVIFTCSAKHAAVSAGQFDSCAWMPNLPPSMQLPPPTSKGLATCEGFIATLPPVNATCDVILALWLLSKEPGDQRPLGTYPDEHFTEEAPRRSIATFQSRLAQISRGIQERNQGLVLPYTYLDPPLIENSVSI
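Purified human 15hLO-2 (50 nM final) preincubated with compounds 15 min at room temperature in 25 mM Hepes pH 7.5, 0.01% Triton X-100, then 45 uM arachidonic acid added for 90 min; hydroperoxide detected via ferrous/xylenol orange, 573/405 nm absorbance ratio.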
12-hLO inh: 12-hLO (ALOX12) enzyme inhibition; purified 12-hLO, xylenol orange hydroperoxide absorbance; P18054; Potency, µM (doses to about 57.1 µM), without a hit: at the highest dose activity change, negative = inhibition, most hits filed as inhibitors; 0.12% of 150,000 active; note: potency is the fitted concentration of half-maximal effect; nearly all actives have a fitted effect of over 55% in size; many of its hits are not listed in these tables
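150 nM 12hLO, 25 mM Hepes pH 7.0 + 0.01% Triton X-100; cpd preinc 15 min RT; 40 uM arachidonic acid, 30 min RT; Fe-XO 30 min; A573/A405 ratio as read-out.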
PNC assembly inh: perinucleolar compartment assembly inhibition. PC3M PTB-GFP, PNC prevalence imaging, 16 h; hits give low values. activity change (PNC), negative = inhibition, % at 10 µM. 3.1% of 140,000 active;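 active = readout at or below -70, meaning at least 70% loss of cells showing the perinucleolar compartment, a nuclear body marking cancer cells; inconclusive = readout between -30 and a set limit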;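 note: plate controls were DMSO wells for no effect and camptothecin positive control wells for full effect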
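Compounds are pinned in duplicate onto adhered PC3M cells stably expressing GFP-tagged PTB and incubated 16 h at 37 C. Cells are then fixed, nuclei stained with Hoechst, and PNC-positive cells counted.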
IMPase inh: cell-permeable inhibitors of inositol monophosphatase (IMPase) | 120,000 tested, under 10 active | AID 901 | CHO-M1 cells, IP1 accumulation, HTRF TR-FRET ratio | inhibition (IP1 accumulation), % at 46.1 µM; active = well fitted curve in the direction sought with a large enough effect in the signal ratio, not every such curve was filed as active; inconclusive = small, poorly fitted or top-dose-only effect, or a change in a side signal; inactive = no such curve, though single readings can be large or run the other way; the % refers to the signal ratio;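 note: cells stimulated with carbachol in lithium chloride buffer; plate controls were DMSO basal wells for no effect and reference inhibitor wells for full effect; higher means more IMPase inhibition seen as more IP1 and lower FRET ratio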
Target sequence (P97697 whole entry, looked up): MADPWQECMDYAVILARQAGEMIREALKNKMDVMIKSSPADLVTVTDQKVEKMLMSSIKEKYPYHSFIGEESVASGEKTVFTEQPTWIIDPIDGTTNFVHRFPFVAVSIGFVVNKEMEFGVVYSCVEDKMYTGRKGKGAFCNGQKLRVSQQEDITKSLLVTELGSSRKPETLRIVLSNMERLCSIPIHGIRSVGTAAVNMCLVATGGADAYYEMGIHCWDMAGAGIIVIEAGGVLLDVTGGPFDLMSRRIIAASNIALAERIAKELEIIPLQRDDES
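The IP-One HTRF competitive assay in carbachol-stimulated CHO-M1 cells quantifies cellular IP1. Compounds spanned up to 46 uM final, and activity is expressed as AC50 from concentration-response fits of the ratio and donor data.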
* hit, by the source's call; ? = inconclusive; nt = no result given; [ ] = remark or other dose. Unless noted, calls come from the whole dose curve; as a rule, active = well fitted curve in the direction sought with a large enough effect; inconclusive = small, poorly fitted or top-dose-only effect, or another doubt; inactive = no such curve, though single readings can be large; an effect the other way counts as inactive or inconclusive. Unless noted, % is set by controls: 0 for no effect and ±100 for the full control effect.

Letter code: A = 15-hLO-2 inh; B = 12-hLO inh; C = PNC assembly inh; D = IMPase inh
(1) COCCn1c(SCC(=O)NNC(=O)c2ccccc2)nc2ccccc2c1=O
  A: nt	B: 9%	C: ?	D: 2

(2) N#C/C(=C\c1ccc(F)c(F)c1)C(=O)NC1CCCCC1
  A: nt	B: -2%	C: ?	D: -3

(3) Cc1ccc(C(C)C)cc1OCCN1CCCC1
  A: nt	B: 1%	C: 21	D: nt

(4) CCOC(=O)c1c(NC(=O)c2cccs2)sc(C)c1C
  A: 13%	B: -1%	C: ?	D: 0

(5) CCN(c1ccccc1)S(=O)(=O)c1cccc(C(=O)OCc2nc3sc(C)c(C)c3c(=O)[nH]2)c1
  A: nt	B: -5%	C: -17	D: -21

(6) Cc1ccc2[nH]c(=O)c(COC(=O)c3ccccn3)cc2c1
  A: -1%	B: -9%	C: 0	D: -2

(7) Cc1cnc(NC(=O)c2ccc(-c3nc4ccccc4s3)o2)s1
  A: 24%	B: -8%	C: 0	D: 3

(8) O=C1OCCN1C(=O)[C@H]1[C@H](c2ccc(F)cc2)C(c2cccc(Cl)c2)=NN1c1ccc(Br)cc1
  A: 3%[0.0915 µM]	B: -3%[0.00818 µM]	C: nt	D: nt

(9) CC1(C)NC(=O)N(CCCSc2ccc(Cl)cc2)C1=O
  A: 0%	B: -5%	C: -18	D: 3

(10) CN1CCc2cc3c(c4c2C1CC41CCC(=NO)CC1)OCO3 (stereo not given)
  A: 13%	B: 19%	C: 27	D: 4

(11) Cc1ccc(C(C(=O)NC(C)(C)C)N(Cc2cccs2)C(=O)c2ccc3c(c2)OCCO3)cc1 (stereo not given)
  A: nt	B: 3%	C: ?	D: nt

(12) Cc1ccccc1-n1nc2c(c1NC(=O)/C=C\c1ccc3c(c1)OCO3)CSC2
  A: nt	B: -8%	C: 47	D: nt

(13) Cc1ccc2c(c1)-c1cc(C)nn1C(c1ccc3c(c1)OCO3)N2 (stereo not given)
  A: 21%	B: -1%	C: ?	D: 32[activator]

(14) Cc1cc(=O)oc2cc(O)c(CN(C)CC(=O)O)cc12
  A: 1%[11.4 µM]	B: 0%[11.4 µM]	C: nt	D: nt

(15) Cc1cnn(-c2cc(N/N=C/c3ccccc3)ncn2)c1
  A: -2%	B: 2%	C: -6	D: 1

(16) CCN(CC)C(=O)CSc1nnc(-c2cnccn2)n1-c1ccc(C)cc1
  A: 5%	B: -1%	C: ?	D: 1

(17) C=CCN1CN(S(=O)(=O)c2cccs2)c2nc3ccccc3nc21
  A: -6%	B: -2%	C: -15	D: 3

(18) COc1cccc(-c2nnc(SCc3nc4ccccc4s3)n2C)c1
  A: -6%	B: -5%	C: 0	D: 1

(19) O=C(O)CCc1ccc(-c2cccs2)n1-c1ccc(C(=O)O)cc1
  A: -3%	B: -10%	C: -4	D: -9

(20) CN(CC(=O)Nc1cccc2ccccc12)c1ccc(S(=O)(=O)N2CCOCC2)cn1
  A: 1%	B: -1%	C: ?	D: 10

(21) CCOC(=O)CC(=O)CSc1nc(-c2cccnc2)cc(C)c1C#N
  A: -8%	B: 6%	C: 69	D: -7

(22) Cc1cc(C)c(S(=O)(=O)NCC23C=CC(O2)C2C(=O)N(c4ccccc4)C(=O)C23)c(C)c1 (stereo not given)
  A: ?	B: -4%	C: 87	D: 1

(23) COc1cccc(-c2csc(N3CCN(C(=S)Nc4ccccc4OC)CC3)n2)c1
  A: -21%	B: -1%	C: -13	D: -1

(24) COc1ccc(C2CC(c3ccccc3C)n3nc(N)nc3N2)cc1 (stereo not given)
  A: 4%	B: 2%	C: -24	D: 3

(25) CC1=C(C(=O)Nc2ccc(C)cc2C)C(c2cccc(Cl)c2)n2nc(C(=O)OC(C)C)nc2N1 (stereo not given)
  A: nt	B: 2%	C: 9	D: nt

(26) COc1ccccc1C(CCNS(=O)(=O)c1ccc(C)cc1)c1ccco1 (stereo not given)
  A: nt	B: -5%	C: 27	D: 5

(27) C=CCNC(=O)CSc1nnc(-c2cccs2)o1
  A: 9%	B: -2%	C: 15	D: ?

(28) COC(=O)C1Cc2c([nH]c3ccccc23)C(C)N1 (stereo not given)
  A: 3%	B: 1%	C: -91*	D: 2

(29) Cc1ccc(CN2CCSc3ccc(C(=O)N4CCN(c5ncccn5)CC4)cc32)cc1
  A: -5%	B: -26%	C: -10	D: 3

(30) S=C(N/N=C1\C2CN3CCN(C2)CC1(c1ccccc1)C3)Nc1ccccc1
  A: nt	B: -3%	C: 25	D: nt

(31) CS(=O)(=O)N(Cc1ccccc1)c1ccc(C(=O)NN=C2CCCCCC2)cc1
  A: nt	B: 1%	C: -7	D: nt

(32) COc1ccc(-n2ccnc2SCC(=O)Nc2ccc(OC)cc2OC)cc1
  A: -1%	B: 0%	C: 45	D: 4

(33) CN(C)/C=C(\C#N)C(=O)c1cccc(Oc2ccc(Br)cc2)c1
  A: 21%	B: 3%	C: ?	D: -1

(34) O=c1[nH]c(=O)n(Cc2ccco2)c2c1C(C(F)(F)F)(C(F)(F)F)N=C(c1ccco1)N2
  A: 14%	B: -6%	C: ?	D: 12

(35) Cc1ccc(-c2noc(C3CCCN(S(=O)(=O)c4ccc5ccccc5c4)C3)n2)o1 (stereo not given)
  A: ?	B: 2%	C: -12	D: 9

(36) O=C1CC(C(=O)Nc2ncccn2)C(c2ccccc2)O1 (stereo not given)
  A: 4%	B: 2%	C: -4	D: 6

(37) CCOC(=O)Cc1csc(NC(=O)COc2ccccc2OC)n1
  A: -12%	B: 3%	C: 22	D: -3

(38) CSc1nsc(/C=C/Nc2ccc(Cl)cc2)c1C#N
  A: ?	B: -24%	C: 29	D: 5

(39) C=CCNC(=S)Nc1sc2c(c1C(=O)OCC)CC(C(C)C)OC2 (stereo not given)
  A: -1%	B: -1%	C: 32	D: 0

(40) O=C(NCCN1CCOCC1)C1CCC(CNS(=O)(=O)c2ccc(Cl)cc2)CC1 (stereo not given)
  A: 6%	B: -1%	C: 16	D: 5

(41) CCN(c1nc(N)c(C(=O)N=C(N)N)nc1Cl)C(C)C
  A: 31%[activator]	B: -3%	C: nt	D: 5

(42) Cc1cc(-c2c(C)[nH]n(-c3ccc(Cl)cc3)c2=O)n[nH]1
  A: 30%[activator]	B: ?	C: 79	D: 11

(43) CCOc1ccc(CCNS(=O)(=O)c2cnc[nH]2)cc1OCC
  A: 6%	B: 2%	C: 6	D: 8

(44) CN(C)S(=O)(=O)c1cccc(C(=O)NCCc2ccccc2)c1
  A: 2%	B: 1%	C: ?	D: 2

(45) CCOC(=O)c1c(NC(=O)CSc2nnc(-c3cccnc3)o2)sc(C)c1C
  A: nt	B: 1%	C: ?	D: 5[0.0738 µM]

(46) CC1(NC(=O)N2CCOCC2)CCS(=O)(=O)C1 (stereo not given)
  A: -2%	B: -2%	C: 53	D: 3

(47) CCN(CC)S(=O)(=O)c1cccc(C(=O)NCC2CCCO2)c1 (stereo not given)
  A: 0%	B: 8%	C: ?	D: 2

(48) CCOC(=O)c1ccccc1Oc1c(F)c(F)nc(NCCO)c1F
  A: 1%	B: 2%	C: -12	D: 2

(49) COCCNC(=O)NC1(C(F)(F)F)Oc2ccc(Cl)cc2O1 (stereo not given)
  A: -26%	B: ?	C: -23	D: ?

(50) COc1ccc(Cl)cc1S(=O)(=O)NCc1cccs1
  A: 3%	B: -3%	C: 2	D: 7

Further records
Letter code: A = 15-hLO-2 inh; B = 12-hLO inh; C = PNC assembly inh; D = IMPase inh
(51) COc1ccccc1/C=C/C(=O)Nc1ccc2c(c1)OCCO2
  A: nt	B: 1%	C: 53	D: nt

(52) CCc1ccccc1NC(=S)N(CCN(C)C)C(C)c1ccccn1 (stereo not given)
  A: 23%	B: 0%	C: 56	D: 2

(53) CC(C)NC[C@@H](O)c1ccc(O)c2ncccc12
  A: 14%[11.4 µM]	B: -4%[11.4 µM]	C: nt	D: nt

(54) CCOC(=O)c1c(P(=O)(N2CCOCC2)N2CCOCC2)noc1N
  A: 10%	B: -1%	C: 31	D: 12

(55) CCOc1ccc(C(=O)Nc2c3c(nn2-c2cccc(Cl)c2)CS(=O)C3)cc1 (stereo not given)
  A: nt	B: 1%	C: 37	D: 3

(56) O=C(c1ccccc1F)N1CCN(S(=O)(=O)c2ccc(S(=O)(=O)N3CCCCC3)cc2)CC1
  A: ?	B: -4%	C: -18	D: 3

(57) CC1CCC(C(C)C)C(O)C1 (stereo not given)
  A: -6%[0.0915 µM]	B: 0%[0.00818 µM]	C: nt	D: nt

(58) CCOC(=O)c1sc(NC(=O)c2cccnc2)c(C#N)c1C
  A: -16%	B: -5%	C: -25	D: -3

(59) CCOc1ccc2nc(S(N)(=O)=O)sc2c1
  A: -13%[0.0915 µM]	B: 1%	C: 4	D: nt

(60) Cc1c(Cl)cccc1NC(=S)N1CCN(Cc2ccccc2)CC1
  A: nt	B: -6%	C: 0	D: -3

(61) CCCN(CCC)S(=O)(=O)c1ccc(NS(C)(=O)=O)cc1
  A: 0%	B: -1%	C: 27	D: -2

(62) CCOC(=O)Cn1cnc(-c2ccc([N+](=O)[O-])cc2)c1
  A: nt	B: -2%	C: 29	D: nt

(63) O=C1c2ccccc2C(Nc2ccc(S(=O)(=O)N3CCOCC3)cc2)N1c1ccccn1 (stereo not given)
  A: -6%	B: -4%	C: -15	D: 4

(64) COc1cc(CNC2CCCC2)cc(OC)c1OC
  A: -4%	B: -2%	C: ?	D: 8

(65) CCc1nnc(NC(=O)CSc2nnc(Cc3cccn3C)n2C)s1
  A: -1%	B: 11%	C: ?	D: -2

(66) Cc1nc(-c2ccccc2O)n(-c2ccccc2)n1
  A: 3%	B: -7%	C: -5	D: -1

(67) CCCCNc1nc(C)nc2c1nc(-c1ccccc1)n2CC1CCCN1CC (stereo not given)
  A: 41%[activator]	B: 0%	C: nt	D: nt

(68) Cc1c(O)c2c3c(cccc3c1O)C(=O)N(c1ccccc1)C2=O
  A: nt	B: 0%	C: ?	D: nt

(69) O=C(Nc1ccon1)c1cc2ccccc2oc1=O
  A: -24%	B: 7%	C: ?	D: -4

(70) CC(=O)N(C)c1ccc(NS(=O)(=O)Cc2ccccc2)cc1
  A: -22%	B: -5%	C: 29	D: 8

(71) CCOc1ccccc1N/C=C(\C#N)c1nc2ccccc2n1C
  A: -4%	B: 3%	C: ?	D: -1

(72) O=C(COC(=O)c1ccc(S(=O)(=O)NCc2ccco2)cc1)Nc1ccccc1OC(F)F
  A: 1%	B: -8%	C: -101*	D: 4

(73) O=S1(=O)CC(O)C(N2CCC(c3ccccc3)CC2)C1 (stereo not given)
  A: 3%	B: 4%	C: ?	D: -6

(74) Cc1oc(-c2ccccc2F)nc1CN1CCC(C(=O)NCc2cccs2)CC1
  A: 19%	B: -2%	C: 10	D: 9

(75) O=C(COc1nc2ccccc2nc1N1CCOCC1)NCC(F)(F)F
  A: nt	B: 5%	C: ?	D: 12

(76) CN1/C(=C\C(=O)CN2C(=O)NC3(CCCCCC3)C2=O)C(C)(C)c2ccccc21
  A: -1%	B: 2%	C: 34	D: 3

A stretch of the results above, for reference:
Letter code: A = 15-hLO-2 inh; B = 12-hLO inh; C = PNC assembly inh; D = IMPase inh
(73) O=S1(=O)CC(O)C(N2CCC(c3ccccc3)CC2)C1 (stereo not given)
  A: 3%	B: 4%	C: ?	D: -6

(74) Cc1oc(-c2ccccc2F)nc1CN1CCC(C(=O)NCc2cccs2)CC1
  A: 19%	B: -2%	C: 10	D: 9

(75) O=C(COc1nc2ccccc2nc1N1CCOCC1)NCC(F)(F)F
  A: nt	B: 5%	C: ?	D: 12

(76) CN1/C(=C\C(=O)CN2C(=O)NC3(CCCCCC3)C2=O)C(C)(C)c2ccccc21
  A: -1%	B: 2%	C: 34	D: 3

In the list so far, 2 have bromine:
Letter code: A = 15-hLO-2 inh; B = 12-hLO inh; C = PNC assembly inh; D = IMPase inh
(8) O=C1OCCN1C(=O)[C@H]1[C@H](c2ccc(F)cc2)C(c2cccc(Cl)c2)=NN1c1ccc(Br)cc1
  A: 3%[0.0915 µM]	B: -3%[0.00818 µM]	C: nt	D: nt

(33) CN(C)/C=C(\C#N)C(=O)c1cccc(Oc2ccc(Br)cc2)c1
  A: 21%	B: 3%	C: ?	D: -1

This is a subset. The share of hits here may be higher or lower than overall.
